Screens: PubChem, several laboratories
S1P3 antagonist: S1P3 receptor antagonists, primary screen, cell-based; 0.27% of 170,000 active; CHO S1P3 NFAT-BLA reporter, FRET fluorescence, antagonist mode; AID 485, 2006; Sphingosine 1-phosphate receptor 3 (Homo sapiens), Q99500; inhibition, % at 4.98 µM;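 active = inhibition above the plate cutoff, the mean inhibition of test wells on that plate plus 3 SD, cut at about 28% in these data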;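 note: cells challenged with S1P at its EC80 of 0.8 µM; blue over green emission ratio from cleaved BLA substrate after 4 h stimulation; 0% = S1P-stimulated wells and 100% = unstimulated DMSO-only wells; some compounds past the cut are filed as inactive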
TNAP inh hi DEA: human TNAP enzyme inhibitors, primary screen, biochemical, luminescent, high phosphate acceptor level, uHTS | AID 1135, 2008 | purified TNAP, CDP-star luminescence, 1 M DEA | Alkaline phosphatase, tissue-nonspecific isozyme (Homo sapiens), P05186 | inhibition, % at 20 µM | 0.03% of 200,000 active;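 active = over 50% inhibition of tissue-nonspecific alkaline phosphatase at 20 µM in the single-dose screen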;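 note: plate controls were DMSO wells for no effect and EDTA-quenched wells as full inhibition for full effect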
Target sequence (P05186 whole entry, looked up): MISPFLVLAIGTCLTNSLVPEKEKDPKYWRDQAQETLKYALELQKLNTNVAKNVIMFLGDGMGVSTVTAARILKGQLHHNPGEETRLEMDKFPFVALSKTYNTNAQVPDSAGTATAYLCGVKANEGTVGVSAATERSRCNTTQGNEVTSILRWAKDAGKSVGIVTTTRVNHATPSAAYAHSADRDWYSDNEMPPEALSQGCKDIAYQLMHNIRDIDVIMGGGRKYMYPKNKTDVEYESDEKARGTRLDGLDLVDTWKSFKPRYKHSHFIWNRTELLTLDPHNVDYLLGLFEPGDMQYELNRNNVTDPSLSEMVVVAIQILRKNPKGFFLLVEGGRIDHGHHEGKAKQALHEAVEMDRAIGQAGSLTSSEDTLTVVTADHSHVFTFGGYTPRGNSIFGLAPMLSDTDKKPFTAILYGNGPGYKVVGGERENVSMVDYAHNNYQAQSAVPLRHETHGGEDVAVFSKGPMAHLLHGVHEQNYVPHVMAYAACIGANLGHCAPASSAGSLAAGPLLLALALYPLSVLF
RAM network inh: inhibitors of the yeast RAM network, primary screen, dse1pr::URA3 reporter, 5-FOA selection. S. cerevisiae dse1pr::URA3 reporter, 5-FOA growth OD615, 2 d; analog-sensitive cbk1-as2 kinase mutant strain. inhibition, % at 50 µM. 1.8% of 190,000 active;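 active = inhibition above a set limit, 3 SD over mean compound inhibition, cut at about 8.4% in these data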;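 note: 0% = DMSO-only wells with no growth and 100% = 10 µM 1-NA-PP1 full growth; inhibition rescues growth on 5-FOA so higher OD means more RAM inhibition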
HMGR II inh: inhibitors of E. faecalis class II HMGR, primary screen, biochemical, Enterococcus faecalis; HMG-CoA reductase (Enterococcus faecalis, mvaE); purified E. faecalis HMGR, NADPH absorbance 340 nm kinetic; inhibition, % at 10 µM; 0.41% of 190,000 active; AID 1066, 2008;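 active = inhibition above a set limit, the median over all tested compounds plus 3 SD, cut at about 9.5% in these data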;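 note: enzyme runs in reverse so mevalonate oxidation gives rising NADPH absorbance; 0% = complete reaction with DMSO and 100% = background rate lacking mevalonate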
Redox H2O2 prof: compounds producing H2O2 with reducing agent – biochemical, NIH compound library profiling, artefact control for MLSCN library redox annotation, primary screen; DTT-dependent redox cycling H2O2, phenol red/HRP absorbance; 100% = 100 µM peroxide control, 0% = buffer; activation, % at 10 µM; 0.03% of 200,000 active; AID 878, 2007;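 active = activation of at least 50% relative to the plate's high and low controls in the primary single-dose screen; inactive = activation below 50%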;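 note: compound incubated with DTT at 0.8 mM final as the reducing agent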
PMI activator: activators of human PMI, primary screen, biochemical, fluorescence intensity, near-Km mannose 6-phosphate | Mannose-6-phosphate isomerase (Homo sapiens), P34949 | purified human PMI, coupled resazurin fluorescence, 20 min; stronger effect = higher value; 1 = vehicle control, 0 substrate-free wells | activation factor at 20 µM | 0.005% of 190,000 active | AID 1214, 2008;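 active = activation factor of 2 or more at 20 µM, relative to plate controls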
Target sequence (P34949 whole entry, looked up): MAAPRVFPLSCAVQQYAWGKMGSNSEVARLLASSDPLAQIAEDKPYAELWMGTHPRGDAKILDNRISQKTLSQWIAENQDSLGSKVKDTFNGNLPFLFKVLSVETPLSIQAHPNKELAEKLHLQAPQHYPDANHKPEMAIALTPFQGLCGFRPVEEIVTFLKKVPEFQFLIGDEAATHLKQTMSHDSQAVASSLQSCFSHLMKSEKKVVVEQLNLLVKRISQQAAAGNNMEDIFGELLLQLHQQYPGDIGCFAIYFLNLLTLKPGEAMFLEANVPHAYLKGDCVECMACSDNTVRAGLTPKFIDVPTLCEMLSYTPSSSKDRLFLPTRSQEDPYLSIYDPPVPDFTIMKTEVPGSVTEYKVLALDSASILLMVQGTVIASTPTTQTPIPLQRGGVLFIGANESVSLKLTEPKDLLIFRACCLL
TNAP inh no acc: human TNAP enzyme inhibitors, primary screen, biochemical, luminescent, no phosphate acceptor, uHTS. Alkaline phosphatase, tissue-nonspecific isozyme (Homo sapiens), P05186. purified TNAP, CDP-star luminescence, 30 min. inhibition, % at 20 µM. 0.26% of 200,000 active. AID 1012, 2008;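 active = tissue-nonspecific alkaline phosphatase inhibition above about 50% at 20 µM in the single-dose screen, limit read from the data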;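 note: 0% = DMSO negative control and 100% = EDTA positive control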
Hsp70 activator: Hsp70 transcriptional activators, primary screen, cell-based, HeLa, Hsp70 promoter luciferase, luminescence, 10 µM. AID 1203, 2008. 0.04% of 200,000 active. HeLa Hsp70 promoter luciferase reporter; scaled: vehicle 0, proteasome-inhibitor control 100%. activation, % at 10 µM;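 active = activation above the mean across all tested compounds plus 3 SD, cutoff set per campaign, cut at about 5.5% in these data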;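 note: 100% = MG132 at 30 µM as the positive control and 0% = DMSO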
PMI act satM6P: human PMI activators, high substrate, primary screen, biochemical, fluorescence intensity, near-saturating mannose 6-phosphate | Mannose-6-phosphate isomerase (Homo sapiens), P34949 | coupled PMI enzyme assay, resazurin fluorescence, 20 min; stronger effect = higher value; 1 = untreated enzyme, 0 = substrate-free blank | activation factor at 20 µM | 0.34% of 190,000 active | AID 1216, 2008;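 active = activation factor of 2 or more at 20 µM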
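Test system – human PMI in coupled enzyme assay · Timing – 20 min incubation at room temperature · Detection – Diaphorase-driven resazurin-to-resorufin fluorescence, excitation 544, emission 590 nm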
L major viab: Leishmania major promastigote growth inhibition, primary screen. Leishmania major promastigotes, resazurin fluorescence viability. inhibition, % at 10 µM. 9% of 200,000 active; in the data active = inhibition above about 50%;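 note: promastigotes grown with compound for 44 hours at 28 °C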
The depositor's hits bear a star; x = not tested or not shown.

SMILES	S1P3 antagonist	TNAP inh hi DEA	RAM network inh	HMGR II inh	Redox H2O2 prof	PMI activator	TNAP inh no acc	Hsp70 activator	PMI act satM6P	L major viab
Cc1cc(NC(=O)CSc2nc(-c3cccnc3)ccc2C#N)no1	x	-2.1	0.8	-6.5	-0.6	0.9	-7.7	-0.6	0.9	24.3
CCCc1nnc(NC(=O)Nc2ccc(OC)cc2)s1	1.2	-6.0	1.8	-1.4	-1.9	1.1	-7.6	0.3	1	-3.0
CCN(c1ccccc1)S(=O)(=O)c1ccc(C(C(=O)OC)C(=O)OC)c([N+](=O)[O-])c1	12.2	1.6	5.4	0.8	0.5	1	-1.0	-0.1	1	99.0*
CCN(CC)S(=O)(=O)c1cccc(NC(=O)COc2ncnc3sccc23)c1	6.8	-1.9	1.6	-3.8	-2.0	0.9	-2.9	0.0	1	-4.0
O=C(/C=C/c1ccc(Cl)cc1)Nc1ccc(N2CCCCC2)cc1	x	1.0	3.4	-0.7	-2.2	1.1	-6.9	0.0	0.9	-1.6
CC(C)C(NC(=O)Cc1ccccc1[N+](=O)[O-])C(C)C	7.1	5.0	0.4	-6.7	0.8	0.8	-7.3	-0.3	0.9	-6.8
Cc1cc(C(=O)Nc2c(C)n(C)n(-c3ccccc3)c2=O)c(C)o1	-22.8	1.1	0.4	-1.5	0.7	0.9	-9.5	-0.4	0.9	-5.1
COc1cc(-n2nnnc2SCC(=O)N2CCN(c3ccc(F)cc3)CC2)c(OC)cc1Cl	15.1	-1.3	1.7	-1.8	2.6	0.9	-8.3	-0.4	1	10.4
COc1ccc(-c2ccc(-c3noc(-c4ccccc4F)n3)c(OC)n2)cc1	-5.5	1.8	1.2	0.1	-0.5	1	1.8	-0.3	0.9	-3.5
COC(=O)Cc1c(O)ccn(CCc2ccccc2)c1=O	-26.2	-1.8	0.0	0.4	-0.8	0.9	-2.7	0.0	0.9	-5.1
O=[N+]([O-])c1ccc(O)c(/C=N/Nc2ccccc2Cl)c1	-3.1	16.3	8.0	-4.9	-1.4	1.7	-14.2	0.4	2.2*	-9.7
O=C(O)c1ccc(CSc2ccccn2)cc1	6.8	-9.3	-0.9	-3.2	0.7	1	-16.1	-0.2	1	-9.5
CC(C)CC(=O)NC(NC(=S)Nc1sc2c(c1C#N)CCCC2)C(Cl)(Cl)Cl (centres undefined)	x	9.1	3.8	-0.5	1.8	0.7	11.4	-0.3	0.8	-5.2
COc1cc(NC(=O)Cc2ccccc2)cc(OC)c1	-3.0	-10.6	0.1	-8.6	1.3	1	-7.2	-0.1	1	0.9
COc1ccccc1S(=O)(=O)Nc1cc(S(=O)(=O)N2CCCCC2)ccc1N1CCOCC1	-11.6	-3.6	2.4	-4.2	-1.9	1	-8.6	-0.3	0.9	10.2
Nc1cccc(S(=O)(=O)NC2=NCCC2)c1	x	-4.5	1.5	-5.5	0.2	1.1	-15.2	-0.3	1	0.3
COc1ccc(C2CC(c3ccccc3)=NN2c2ccc(/C=N/NC(=O)c3ccncc3)cc2)cc1 (centres undefined)	x	6.6	12.8*	-3.0	1.8	1	17.0	-0.4	1.1	16.3
CCC1CCCCN1CCCNC(=O)c1cn(CC)c2ccc(S(=O)(=O)N3CCc4ccccc4C3)cc2c1=O (centres undefined)	-8.9	-4.0	-0.2	-6.4	-0.2	1	-7.1	0.0	1	98.2*
CN1CCN(c2ccccc2NC(=O)c2ccc(OCc3ccccc3)cc2)CC1	15.9	-1.4	-0.3	-6.8	2.1	0.9	-9.0	-0.4	0.9	20.2
O=C(c1ccccc1)c1ccc(OCCCN2CCCCC2)cc1	x	-4.9	-0.1	-3.9	1.4	1.1	5.3	-0.2	1.1	99.3*
CC(=O)Nc1cccc(NC(=O)Nc2cccc(Cl)c2C)c1	4.8	-7.3	1.9	-1.2	2.5	0.9	-11.0	-0.2	1	-5.7
Cc1ccc(OCC(=O)NNC(=O)Cn2nnc(-c3ccccc3)n2)cc1	-1.6	-6.8	-0.6	-4.5	2.3	1.1	-113.0	-0.2	1.1	-6.6
CCOC(=O)/C=C/C(=O)Nc1ccccc1-c1ccccc1NC(=O)/C=C/C(=O)OCC	7.6	-5.9	1.5	6.1	-0.2	1	-6.7	0.1	1.1	40.6
Cc1cccc(CSc2cn(CC(=O)N3CCOCC3)c3ccccc23)c1	4.8	2.0	3.7	-2.6	0.4	0.8	4.6	-0.1	0.8	1.3
CCN(CC)c1ccc(NC(=O)c2ccc(Br)o2)c(C)c1	23.7	5.8	2.5	0.3	-4.0	1	-2.0	-0.4	1.1	57.2*
O=C(CSc1nnc(NC(=O)c2ccco2)s1)Nc1ccccc1F	-9.3	-4.2	2.1	-3.1	1.0	1	-31.3	0.1	0.9	-8.5
CS(=O)(=O)N1CCN(C(=O)c2cc(-c3cccs3)nc3ccccc23)CC1	-0.5	0.7	2.1	1.5	-1.6	0.8	-4.7	0.5	0.9	11.4
COc1ccc(CCC(=O)N(c2nnc(-c3cccnc3)s2)C(C)C)cc1	-4.5	-2.1	2.4	-3.9	-2.0	1.2	-12.4	-0.3	1.2	7.3
Cc1ccc(-c2nn(CC(=O)N(C)C)c(=O)c3ccccc23)cc1S(=O)(=O)N(C)C	x	-2.1	0.9	-6.4	0.3	1	-6.5	-0.2	1.1	46.3
COc1ccccc1N(CC(=O)NCCSc1ccc(Cl)cc1)S(C)(=O)=O	-10.5	-1.6	5.3	4.2	-0.6	0.9	-4.0	-0.3	1	0.1
O=c1ccc(Cc2ccc(Cl)cc2)n[nH]1	-5.3	-4.0	1.0	5.4	-0.4	1	-10.4	0.2	1	-5.0
O=C(CCCn1c(=O)oc2ccccc21)Nc1cccnc1	x	-5.4	2.1	-5.0	-1.2	1	-13.0	0.1	1	-5.2
CC1CCCCN1c1cc(C#N)c(C#N)cc1[N+](=O)[O-] (centres undefined)	x	4.9	3.0	0.6	-2.3	1	5.2	-0.2	0.9	1.0
COC(=O)c1cc[n+](CC(=O)c2ccccc2)cc1	x	6.9	-0.9	-3.6	0.6	1.2	-3.2	-0.3	1.5	-0.9
CN1CCN(/N=C/c2ccc(Cl)c(Cl)c2)CC1	-8.7	2.1	-0.1	-3.5	0.0	0.9	0.0	-0.1	1	97.5*
CCCn1nc(C(=O)OCn2nnc3ccccc3c2=O)c2ccccc2c1=O	9.1	-7.2	4.4	2.2	0.0	1	-7.5	-0.5	1.1	-2.4
CNC(=O)CSc1nnnn1CCCOC	-7.8	-2.1	2.2	-1.8	-1.0	0.9	-8.4	-0.1	1	-4.3
Cc1cccc(C)c1N(Cc1ccccc1F)S(C)(=O)=O	2.7	-2.7	1.9	-4.6	-0.7	1	-10.1	-0.2	1	1.6
Cc1ccccc1OCc1nnc(SCC(=O)NCc2ccco2)n1C	4.3	-5.1	1.7	1.7	-0.6	1	-14.1	0.1	1.1	-7.0
O=C(NNC(=S)Nc1ccccc1)C1CC1	x	2.7	2.0	4.5	-8.0	1	-67.9	0.1	0.9	0.1
O=C(Nc1cccc(NC(=O)C2CC3CCCC(C2)C3=O)n1)C1CC2CCCC(C1)C2=O (centres undefined)	-3.7	-7.9	3.8	-7.7	0.1	0.9	-21.1	0.9	0.9	-5.4
O=c1[nH]c2ccc(S(=O)(=O)NCCO)cc2[nH]1	-12.2	-4.8	0.2	-2.3	-0.9	1.1	-1.1	-0.3	1	-6.2
CCOC(=O)c1cc(C(=O)c2cc(Br)ccc2O)coc1=N	-7.7	-1.3	0.5	-3.3	-0.9	1	-4.2	-0.2	0.9	-15.1
S=C1NC2(CCCCC2)Cc2ccccc21	-19.5	3.3	0.8	4.1	-0.1	0.9	4.0	-0.3	1	-0.1
O=c1cc(CN2CCC(Cc3ccccc3)CC2)nc2sccn12	6.7	-1.4	1.6	0.0	-0.5	1	-7.2	-0.1	1	87.8*
CC(=O)C1=C(C)NC(=O)CC1c1ccc(F)cc1 (centres undefined)	-14.9	-8.3	-0.1	-1.0	-1.0	1.1	-10.2	-0.1	1.1	-5.5
COC(=O)c1ccc(N2C(=O)CC(N3CCC(O)(c4ccc(Br)cc4)CC3)C2=O)cc1 (centres undefined)	x	0.0	2.6	-1.8	-0.2	0.9	-6.0	-0.1	0.9	-5.3
Cc1cc(OCCN2CCCC2)ccc1C(C)C	6.5	-5.6	1.0	0.0	2.8	1	-10.4	0.0	1.1	96.4*
Cc1scc(-c2n[nH]c(=S)n2Cc2ccccc2)c1C	-13.8	-3.3	1.5	-5.5	-0.5	0.9	-1.5	-0.3	0.9	-8.9
COC(=O)c1sccc1NC(=O)Nc1ccc(Cl)c(Cl)c1	x	-3.0	3.9	-0.5	2.0	0.9	13.4	0.3	0.9	-5.9
CCOC(=O)c1ccc(NC(=O)C2CCN(C(=O)c3ccc(OC)c(OC)c3)CC2)cc1	x	-5.1	-0.6	1.4	0.4	1	-11.6	-0.5	1	-1.2
COc1cc(OC)c(NC(=O)CCc2nc(-c3cccs3)no2)cc1Cl	x	-5.7	0.5	1.0	-0.3	0.9	-13.4	-0.2	1	0.7
FC(F)(F)c1ccc(CSc2nccn2-c2ccccc2)cc1	x	-3.8	0.5	-6.3	9.1	0.8	-8.9	-0.2	0.9	-3.6
COc1ccccc1CNC(=O)C(CCSC)NC(=O)C1CCC(C)CC1 (centres undefined)	x	-7.4	2.5	-2.0	0.1	1.1	-17.7	-0.2	1	2.2

In a second layout: entries from further up.
| Molecule | S1P3 antagonist | TNAP inh hi DEA | RAM network inh | HMGR II inh | Redox H2O2 prof | PMI activator | TNAP inh no acc | Hsp70 activator | PMI act satM6P | L major viab |
| --- | --- | --- | --- | --- | --- | --- | --- | --- | --- | --- |
| CCOC(=O)c1ccc(NC(=O)C2CCN(C(=O)c3ccc(OC)c(OC)c3)CC2)cc1 | x | -5.1 | -0.6 | 1.4 | 0.4 | 1 | -11.6 | -0.5 | 1 | -1.2 |
| COc1cc(OC)c(NC(=O)CCc2nc(-c3cccs3)no2)cc1Cl | x | -5.7 | 0.5 | 1.0 | -0.3 | 0.9 | -13.4 | -0.2 | 1 | 0.7 |
| FC(F)(F)c1ccc(CSc2nccn2-c2ccccc2)cc1 | x | -3.8 | 0.5 | -6.3 | 9.1 | 0.8 | -8.9 | -0.2 | 0.9 | -3.6 |
| COc1ccccc1CNC(=O)C(CCSC)NC(=O)C1CCC(C)CC1 (centres undefined) | x | -7.4 | 2.5 | -2.0 | 0.1 | 1.1 | -17.7 | -0.2 | 1 | 2.2 |
